# Compound activity: PubChem, several laboratories
# TbMetRS inhib: Trypanosoma brucei MetRS inhibition; 0.4% of 360,000 active; inhibition, % at 11.9 µM; purified T. brucei MetRS, ATP depletion, Kinase-Glo luminescence;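 active = inhibition above a per-plate cutoff of the control wells' mean inhibition plus 3 SD, cut at about 5.5% in these data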;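 also: 0% = DMSO wells median and 100% = median of wells with control inhibitor compound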
#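 Test system – parasite MetRS enzyme · Reagent – substrates ATP, L-methionine and bulk Escherichia coli tRNA · Doses – 11.9 µM compound single dose, 0.9% DMSO · Times – 15 min enzyme-compound preincubation, 2 h reaction, 10 min detection, 25 °C · Signal – Kinase-Glo luminescence, ATP depletion format · Controls – DMSO-only wells as low control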
# FAS TE block: inhibitors of human fatty acid synthase thioesterase domain; P49327; recombinant FAS-TE, OMFH fluorogenic substrate, fluorescence endpoint; inhibition, % at 15 µM; 0.67% of 360,000 active; AID 602261;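 active = compounds whose normalised, plate-corrected inhibition of enzyme fluorescence in the single-dose primary screen is 50% or more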;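 also: 0% = DMSO with enzyme and 100% = substrate without enzyme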
# MT1-MMP act inh: MT1-MMP (human) activation inhibition; GFP/RFP ratio change, % at 20 µM; 0.061% of 360,000 active; P50281; AID 651647; HT1080 RFP-PRO-GFP cells, GFP/RFP ratio fluorescence, overnight; percent of plate control window, DMSO zero;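 active = GFP/RFP ratio change of at least 30% with cell ATP level not reduced by more than half and red fluorescence within 50% of control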; also: strong numbers were not always called active
#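 Test system: HT1080 cells expressing an RFP-PRO-GFP fluorescent reporter construct / Compound dosing: single-point 20 µM compound, 1% DMSO / Schedule: cells overnight before dosing, compound overnight, 37 °C, 5% CO2 / Evaluation: GFP/RFP fluorescence ratio / Control set: DMSO and RFP-L50D-GFP cell wells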
# E coli Lon inh: inhibitors of E. coli Lon protease | AID 602123 | 0.42% of 360,000 active | inhibition, % at 7.94 µM | purified E. coli Lon protease, fluorescence polarization; in the data active = inhibition above about 13%, passing the limit was not always enough;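 also: 0% = enzyme with probe and DMSO and 100% = no enzyme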
# PABP1 MLLE inh: inhibitors of microRNA-mediated deadenylation, human PABP1 MLLE binding. inhibition, % at 20 µM. GST-MLLE / FITC-PAM2 fluorescence polarization. P11940. AID 588489. 0.36% of 360,000 active; in the data active = inhibition above about 35%, passing the limit was not always enough;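 also: plate controls were DMSO wells with GST-MLLE for no effect and wells lacking GST-MLLE protein for full effect; some results filed as inactive read as strong as hits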
# MsrA act: activators of bovine methionine sulfoxide reductase A; purified bovine MsrA, absorbance read-out; activation, % at 10.6 µM; 0.3% of 360,000 active; in the data active = activation above about 7.5%;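 also: 0% = vehicle and 100% = reference activator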
# SKN-1 inh: inhibitors of C. elegans SKN-1. C. elegans VP596 Pgst-4::GFP/RFP ratio, acrylamide-induced, 24 h. inhibition, % at 21.8 µM. 0.49% of 360,000 active;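 active = interference check ratio from 0.5 to 1.5 plus GFP to RFP signal ratio inhibition reaching or exceeding a fixed threshold, cut at about 30% in these data, passing the limit was not always enough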; also: some compounds called inactive have numbers as strong as hits
# NRP1-CendR mod: modulators of CendR peptide binding to human neuropilin-1; O14786; FAM-RPARPAR peptide binding to NRP-1, fluorescence polarization; inhibition, % at 25 µM; 0.85% of 360,000 active;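 active = inhibition or corrected inhibition above about 18%, plus a signal ratio from 0.5 to 1.5, limit read from the data, passing the limit was not always enough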; also: strong numbers were not always called active
# Target sequence (O14786 whole entry, looked up): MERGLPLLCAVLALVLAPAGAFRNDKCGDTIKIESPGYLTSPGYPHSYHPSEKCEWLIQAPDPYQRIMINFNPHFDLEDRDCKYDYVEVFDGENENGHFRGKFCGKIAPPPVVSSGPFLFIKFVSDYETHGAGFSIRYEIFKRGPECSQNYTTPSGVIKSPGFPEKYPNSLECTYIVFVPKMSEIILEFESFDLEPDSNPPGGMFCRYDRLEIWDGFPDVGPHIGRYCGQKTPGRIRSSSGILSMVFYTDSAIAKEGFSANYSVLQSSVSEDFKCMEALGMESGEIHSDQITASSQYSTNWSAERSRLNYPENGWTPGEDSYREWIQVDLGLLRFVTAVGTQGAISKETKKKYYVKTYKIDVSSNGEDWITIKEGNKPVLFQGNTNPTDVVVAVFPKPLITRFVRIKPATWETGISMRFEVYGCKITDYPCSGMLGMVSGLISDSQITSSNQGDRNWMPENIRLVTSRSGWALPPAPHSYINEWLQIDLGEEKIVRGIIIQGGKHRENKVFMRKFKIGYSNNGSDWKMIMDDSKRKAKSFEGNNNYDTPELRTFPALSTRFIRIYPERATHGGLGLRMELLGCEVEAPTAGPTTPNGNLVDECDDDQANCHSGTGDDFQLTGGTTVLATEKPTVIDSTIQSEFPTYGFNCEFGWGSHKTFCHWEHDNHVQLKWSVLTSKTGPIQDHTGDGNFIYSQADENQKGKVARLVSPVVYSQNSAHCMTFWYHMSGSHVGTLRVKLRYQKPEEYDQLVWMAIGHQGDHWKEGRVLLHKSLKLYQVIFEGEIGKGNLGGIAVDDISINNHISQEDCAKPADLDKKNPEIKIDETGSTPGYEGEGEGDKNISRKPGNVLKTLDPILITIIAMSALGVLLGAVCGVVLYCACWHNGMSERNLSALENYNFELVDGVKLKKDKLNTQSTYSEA
# MsrA inh: inhibitors of bovine MsrA. purified bovine MsrA, absorbance read-out. inhibition, % at 15.5 µM. 0.75% of 360,000 active. AID 651718; in the data active = inhibition above about 4.5%;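 also: 0% = vehicle wells with enzyme and 100% = reference inhibitor wells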
# * hit, by the source's call; . = no result given. This is a random part of the collection; any-hit rate near 4%.
# Sample of the layout:
SMILES,TbMetRS inhib,FAS TE block,MT1-MMP act inh,E coli Lon inh,PABP1 MLLE inh,MsrA act,SKN-1 inh,NRP1-CendR mod,MsrA inh
CNc1ncnc2c1ncn2[C@H]1CN(Cc2ccc(Cl)cc2)C[C@@H](CO)O1,0.0,-4,1,-6,8,-3,6,9,1.1
COc1ccc(Nc2nc3c(c(=O)n(C)c(=O)n3C)n2CCO)cc1,-1.1,-6,.,2,9,-12,-7,10,1.1
CN1C(=O)C(=O)/C(=C(/O)c2ccc(Br)cc2)C1c1ccc(Cl)cc1 (centres undefined),0.6,2,-4,2,9,-3,27,-1,2.8

# All compounds of this part, from the first entry:
SMILES,TbMetRS inhib,FAS TE block,MT1-MMP act inh,E coli Lon inh,PABP1 MLLE inh,MsrA act,SKN-1 inh,NRP1-CendR mod,MsrA inh
CNc1ncnc2c1ncn2[C@H]1CN(Cc2ccc(Cl)cc2)C[C@@H](CO)O1,0.0,-4,1,-6,8,-3,6,9,1.1
COc1ccc(Nc2nc3c(c(=O)n(C)c(=O)n3C)n2CCO)cc1,-1.1,-6,.,2,9,-12,-7,10,1.1
CN1C(=O)C(=O)/C(=C(/O)c2ccc(Br)cc2)C1c1ccc(Cl)cc1 (centres undefined),0.6,2,-4,2,9,-3,27,-1,2.8
COc1ccc(/C=N/Nc2nc3ccccc3[nH]2)c(OC)c1OC,2.0,-8,7,-9,-64,0,2,8,1.1
Cc1ccc(C)c(N2CN(Cc3ccco3)CNC2=S)c1,-0.7,-5,-1,0,-15,-7,-3,-3,-0.3
COc1ccc(CN2C(=O)c3ccccc3C2=O)cc1C(=O)N(C)CC(=O)Nc1ccc(F)cc1,-0.1,-2,-1,-11,2,-4,2,-9,1.1
COc1ccccc1Oc1ncnc2sccc12,-0.8,2,5,-6,-7,-5,1,1,-1.1
CCc1ccc(C2CC(=O)N(c3ccc(F)cc3)C3=C2C(=O)OC3)cc1 (centres undefined),-0.7,1,7,4,11,-3,-1,-6,0.3
CCn1nc(NC(=O)CC(C)C)c2cc3ccc(C)cc3nc21,-0.5,4,-4,0,-78,-1,14,7,3.9
COC(=O)/C(=C/Nc1ccccc1)[N+](=O)[O-],-1.8,-7,3,-7,3,-17,3,-6,0.0
Cc1ccc(N2C(=O)CSC2c2cccnc2)c(Cl)c1 (centres undefined),-0.1,-6,0,2,16,-3,5,2,-0.3
CC(=O)c1c(C)nc2sc3c(=N)n(N)cnc3c2c1-c1ccc(Cl)cc1,0.3,-2,-9,4,13,1,-2,-2,0.5
Cc1ccc(C(=O)Nc2sc(C(=O)N(C)C)c(C)c2C#N)cc1,-0.8,-9,1,7,0,-1,3,6,3.7
CCCc1[nH]nc2c1C1(C(=O)N(C(C)C)c3ccccc31)C(C#N)=C(N)O2 (centres undefined),-0.3,-2,0,-5,3,-4,12,-6,0.4
O=C(Nc1ccc(O)c2c(=O)cc(-c3ccccc3Cl)oc12)c1cccs1,-0.1,6,2,-3,-3,-2,17,9,-1.3
CCOC(=O)N1CCC(NC(=O)c2cc(S(=O)(=O)NCCc3ccccc3)ccc2F)CC1,-0.8,-8,-6,3,3,2,13,-1,-0.8
COc1ccc(-c2csc3ncnc(N4CCN(c5ccccc5OC)CC4)c23)cc1,-0.9,26,-4,-4,-6,-7,-4,0,-0.2
CN(C)S(=O)(=O)n1cnc(C(CCO)c2ncn(S(=O)(=O)N(C)C)c2CCCO)c1 (centres undefined),-0.4,-19,0,-3,7,-4,29,12,0.5
CCCCN1C(=O)c2cccc3cc(O)cc(c23)C1=O,-0.2,13,-31,33*,16,-5,-8,6,0.5
CC1(C)CC(=O)C(N=Nc2ccc(S(=O)(=O)N3CCOCC3)cc2)=C(O)C1,-0.9,-2,1,1,3,-5,1,-5,2.1
Cc1cccc(OCCN2CCOCC2)c1C,0.3,-5,0,-4,-14,-1,9,13,0.8
COc1cc(Cn2cnnn2)ccc1O,-0.3,-5,1,-3,1,-2,2,10,1.7
COc1ccc(N2CCN(C(=O)CCN3C(=O)C4C5C=CC(C5)C4C3=O)CC2)cc1 (centres undefined),0.9,-2,1,-1,0,-3,-2,-8,0.8
Cc1ccc(C(C)(c2ccc(N)cc2)c2ccc(N)cc2)cc1,-0.4,14,4,7,-6,-4,0,2,1.1
O=C(NC(c1ccccc1)c1ccsc1)C1CCN(CCOc2ccc(Cl)cc2Cl)CC1 (centres undefined),-0.1,13,1,-9,2,-5,1,7,0.5
# Following part:
SMILES,TbMetRS inhib,FAS TE block,MT1-MMP act inh,E coli Lon inh,PABP1 MLLE inh,MsrA act,SKN-1 inh,NRP1-CendR mod,MsrA inh
FC(F)(F)c1nc2ncc(Cl)cc2[nH]1,1.2,-4,-5,5,-2,-2,14,17,-1.1
Cc1ccc(C(=O)Nc2cc([N+](=O)[O-])ccc2C)cc1,-0.8,47,-3,-3,6,-3,2,0,-0.1
Brc1ccccc1C1=Nn2c(nnc2-c2ccco2)SC1,-0.1,1,0,5,11,-3,18,0,-0.6
CCc1ccc(C(=O)COC(=O)CNC(=O)c2cccs2)cc1,-2.7,-16,-4,1,-9,-10,0,-6,2.1
Cc1cccc(OCC(=O)N/N=C2/SCC(=O)N2Cc2ccco2)c1,0.5,-4,0,-2,-6,4,2,-2,0.4
Cc1cc(/C=C2/NC(=O)NC2=O)c(C)n1-c1sc2c(c1C#N)CCCC2,-0.7,0,5,-5,-11,-1,-5,-20,1.2
O=C(COc1ccc(Cl)c(Cl)c1)NC1CCS(=O)(=O)C1 (centres undefined),-0.1,1,-1,4,2,-1,10,17,-0.2
Cc1ccc(NC(=O)Cn2nnc(C(=O)NCc3cccs3)c2N)c(C)c1,-0.3,-8,4,-1,-3,-6,2,-10,-0.9
O=C(Nc1ccc2sccc2c1)c1cccc(N2C(=O)CCC2=O)c1,0.0,-4,4,5,-2,-3,9,20,-0.6
O=C(COC(=O)c1cccc(Oc2ccccc2)c1)NCc1ccco1,-0.3,9,-5,0,-1,-5,-7,2,-1.0
CCCn1c(SCC#N)nc2c(c1=O)C1(CCCC1)Cc1ccccc1-2,1.2,35,-10,8,9,-1,-4,-2,0.3
COc1ccc2sc(-c3ccc(S(C)(=O)=O)cc3)c(C#CCO)c2c1,-0.5,5,15,-2,-9,-15,-2,-7,1.2
CCCC(=O)Nc1nnc(SCC(=O)NCc2cccs2)s1,-1.3,-2,-8,7,3,-10,-12,1,-0.1
CS(=O)(=O)N(CC(=O)NCc1ccccc1)c1ccc(Cl)cc1,-0.5,-3,3,4,-6,-1,16,13,-1.0
COc1cccc(OCc2cc(/C=N/Nc3ccc(C(=O)O)cc3)ccc2OC)c1,-0.9,7,-7,-15,-21,-12,5,-32,2.4
COc1ccc2cc(C(=O)C3CCCN(C(=O)CCc4ccccn4)C3)ccc2c1 (centres undefined),0.1,0,2,-2,4,-2,1,-1,4.3
CC(=O)c1ccc(N(CC(=O)NC2CCCCC2)C(=O)c2csnn2)cc1,0.0,-8,0,-2,5,-2,24,-4,1.3
CCCCCOC(=O)NCC(O)c1ccccc1 (centres undefined),-0.2,-7,2,-15,9,-7,-2,-14,-0.5
O=C(Cc1ccc(Cl)cc1Cl)NC1CCCCCC1,-1.1,14,6,-1,3,-9,5,-12,0.2
COc1cccc2cc(C(C)N(CCCN3CCOCC3)C(=S)Nc3cc(C)ccc3C)oc12 (centres undefined),1.1,19,-1,2,-72,-2,-3,2,0.1
Cc1nc(NC(=O)C2CCCCC2)sc1C,-0.9,-5,0,-3,1,-8,14,1,-0.2
COc1cc2c(cc1CNC[C@H]1O[C@@H](n3cnc4c(N)ncnc43)[C@H](O)[C@@H]1O)OCO2,0.6,-11,1,-1,-6,0,-18,-2,.
COc1cccc(CC(=O)OCC(=O)NC(Cc2ccccc2)C(C)=O)c1 (centres undefined),-0.2,-3,-3,-4,-2,1,18,9,-1.9
O=C(CN1C(=O)NC2(CCc3ccccc32)C1=O)Nc1ccc(N2CCOCC2)cc1 (centres undefined),-1.4,-9,-2,5,-27,-12,12,3,0.8
Cc1ccccc1Nc1nc(N)nc(COC(=O)c2ccc([N+](=O)[O-])o2)n1,-0.2,-7,-2,-11,-2,4,10,-20,1.1
# Following part.
SMILES,TbMetRS inhib,FAS TE block,MT1-MMP act inh,E coli Lon inh,PABP1 MLLE inh,MsrA act,SKN-1 inh,NRP1-CendR mod,MsrA inh
COc1cc(OC)c(C#N)c(S(=O)Cc2ccccc2)c1 (centres undefined),0.0,0,7,-4,-2,-1,18,2,1.1
COc1ccc(-c2cc(-c3cccs3)c(C#N)c(SCC(=O)NCc3ccccc3OC)n2)cc1,-1.7,-4,-4,3,-3,-5,-3,-25,-0.9
CCOC(=O)C1(Cc2cccc(Cl)c2)CCCN(C(=O)c2cc(C(C)C)nn2C)C1 (centres undefined),-0.6,5,3,3,-6,-11,-4,6,-0.5
CC(C)c1ccc(S(=O)(=O)N2CCN(C(=O)n3ccnc3)CC2)cc1,-0.4,5,-1,-2,8,-7,-31,2,-1.1
CC(C)(Oc1ccc(Cl)cc1)C(=O)NCc1n[nH]c(=O)c2ccccc12,-0.3,-4,0,11,12,-2,-6,-2,-0.7
O=C1CCc2cc(S(=O)(=O)NC(Cc3ccccc3)C(=O)NCC3CCCO3)ccc2N1 (centres undefined),-0.6,-5,-6,-8,6,-2,3,12,-0.3
O=C(Nc1ccccc1)c1ccc(NCCN2C(=O)CCC2=O)c([N+](=O)[O-])c1,-0.2,-1,4,-1,11,-6,2,-9,-0.1
CCOC(=O)c1cc(C(C)(C)C)n(CCCN2CCOCC2)c1C,0.3,-2,-6,-3,-10,-3,-7,3,-1.5
Cc1ccc(S(=O)(=O)N2CCN(C(=O)COC(=O)c3cccc(Cl)c3)CC2)c(C)c1,-0.3,32,1,3,-1,0,5,-7,-0.9
CC(NC(=O)c1ccco1)C(c1cccs1)N1CCN(c2ccc(F)cc2)CC1 (centres undefined),-0.7,9,1,-5,-1,3,0,-10,1.9
COc1cccc2cc(/C(C)=N/Nc3nc(-c4cc(C)ccc4C)cs3)c(=O)oc12,0.0,9,6,-1,-4,0,28,-18,-0.1
CN(C)c1ccc(NC(=O)Nc2cccc(Cl)c2)cc1,0.8,7,5,-5,2,-2,17,-8,0.6
Cc1ccc(C)c(/C=N/n2cc(-c3ccccc3)[nH]c2=S)c1,-0.4,3,-4,9,10,-1,-5,-2,1.4
CC(C)=CCCC(C)c1cc(C(=O)NCCc2ccc(O)cc2)c(N)s1 (centres undefined),-0.8,.,-17,.,.,.,1,-15,1.5
CCN(CC)C(=O)CN1C(=O)C2CC=C(Cl)CC2C1=O (centres undefined),0.7,-14,-5,19,17,0,10,23,-1.5
COC(=O)CN(c1cc(OC)ccc1OC)S(=O)(=O)c1ccc(OC)c(OC)c1,-0.5,-2,-5,3,9,-8,5,0,1.5
CN(CCC#N)C(=O)COC(=O)/C=C/c1ccc2c(c1)OCO2,-1.0,-8,1,0,3,-3,4,15,1.5
NS(=O)(=O)c1ccc(S(=O)(=O)c2ccccc2)nc1,-0.3,-2,-4,-8,-3,-1,3,11,.
COc1cc(OC)cc(-c2nc(=S)n3ccsc3n2)c1,-1.1,-8,-1,-10,14,-11,-2,7,0.9

# Some entries already given, reduced to PABP1 MLLE inh and NRP1-CendR mod:
Compound | PABP1 MLLE inh | NRP1-CendR mod
COc1cc(OC)c(C#N)c(S(=O)Cc2ccccc2)c1 (centres undefined) | -2 | 2
COc1ccc(-c2cc(-c3cccs3)c(C#N)c(SCC(=O)NCc3ccccc3OC)n2)cc1 | -3 | -25
